Screening data deposited in PubChem BioAssay by several laboratories.
MRP resist rev – MRP-mediated drug resistance reversal | H69AR cells + 2 uM doxorubicin, CellTiter-Glo, 72 h | differential viability (reversal), % at 10 µM | 0.04% of 85,000 active | AID 602;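 active means viability drop by adding the cancer drug above about 55%, with treated viability meeting a 40% cutoff, limit read from the data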;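 further: viability without doxorubicin minus viability with 2 µM doxorubicin for each compound; larger differential means the compound sensitizes cells more to doxorubicin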
IL1B NFkB pot – enhances IL-1B driven NFkB nuclear translocation; HUVEC IL-1B NFkB p65 nuclear translocation imaging; activation, % at 2 µM; 0.3% of 94,000 active; AID 819;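 active means activation above 40%, about the mean plus 3 SD, also judged a hit on visual image review; inconclusive means activation above 40% but not a hit on visual review; inactive means activation not above 40% and no visual hit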;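 further: percent activation is computed from the nuclear over cytoplasmic p65 intensity ratio; values of inactives mirror those of a sister screen read the other way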
IL1B NFkB inh – blocks IL-1B driven NFkB nuclear translocation in HUVEC cells; 0.43% of 94,000 active; inhibition, % at 2 µM; HUVEC IL-1B NFkB p65 nuclear translocation imaging;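 active means inhibition above about 30% together with a positive call from visual inspection of the well image, limit read from the data; inconclusive means inhibition above a set limit but visual check negative; inactive means inhibition not above a set limit, visual check negative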;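 further: nuclear over cytoplasmic p65 intensity ratio measured by imaging; 0% = IL-1B stimulated DMSO wells and 100% = unstimulated DMSO wells; values of inactives mirror those of a sister screen read the other way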
PLAP inhibitors HTS – inhibition of human placental alkaline phosphatase – biochemical, luminescence, HTS (AID 690); purified PLAP, luminescent substrate; higher % means a stronger effect; 0.08% of 96,000 active; inhibition, % at 20 µM; hits with a dose series show IC50 in µM; in the data active means a potency from the dose series; inactive means the rest, 99 in 100 with inhibition below about 30%; further: strong numbers were not always called active
Bcl-B displacement – displacers of TR3 peptide from Bcl-B, primary screen, selectivity assay for Bfl-1 inhibitor project, biochemical, fluorescence polarization; AID 748; 0.11% of 96,000 active; FP displacement of FITC-TR3 peptide from Bcl-B; higher % means a stronger effect; one-dose displacement, % at 20 µM; IC50 in µM for titrated hits;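 active means displacement above 50% at 20 µM plus a fluorescence interference ratio under 1.5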;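 further: plate controls were wells without compound for no effect and wells lacking Bcl-B protein for full effect; a part of the inactive calls stands beside numbers as strong as those of hits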
MRP resist rev cytotoxicity – recorded beside MRP resist rev, whose call it bears; viability, %; H69AR cells, CellTiter-Glo, 72 h; measured here: cytotoxicity without doxorubicin
MRP resist rev with doxorubicin – also measured in MRP resist rev; calls as there; viability, %; measured here: viability with 2 uM doxorubicin; active compounds read low
IL1B NFkB inh cell count 2 µM – further read-out of IL1B NFkB inh, marked with its call; cell count; measured here: cells passing quality filter;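 raw number of nuclei counted in each imaged well without normalization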
IL1B NFkB pot cell count 2 µM – also measured in IL1B NFkB pot; calls as there; cell count; measured here: cells passing quality filter
* = called active by the depositor; ? = inconclusive; / = no result given.

SMILES | MRP resist rev | MRP resist rev cytotoxicity | MRP resist rev with doxorubicin | IL1B NFkB pot | IL1B NFkB pot cell count 2 µM | IL1B NFkB inh | IL1B NFkB inh cell count 2 µM | PLAP inhibitors HTS | Bcl-B displacement
CCOC(=O)C(C(=O)NCc1cccc(OC)c1)c1ncc(C(F)(F)F)cc1Cl (configuration not stated) | / | / | / | 14 | 168 | -14 | 168 | 10% | -27%
CCOC(=O)c1[nH]c2ccc(OC)cc2c1C | / | / | / | -8 | 128 | 8 | 128 | 11% | 6%
COc1ccc(S(=O)(=O)Nc2ccc3c(c2)OCO3)cc1OC | -10 | 90 | 100 | -8 | 96 | 8 | 96 | -18% | 4%
CC(=O)N1CCN(C(=S)c2ccc(N(C)C)cc2)CC1 | 12 | 105 | 93 | -6 | 92 | 6 | 92 | 8% | 1%
Cc1cc(C)nc(NC(=O)CN2C(=O)c3ccccc3C2=O)n1 | 3 | 97 | 94 | -16 | 125 | 16 | 125 | -1% | 1%
CSc1nc(-c2ccccc2)nc2[nH]ccc(=O)c12 | -10 | 50 | 60 | 0 | 185 | 0 | 185 | / | /
CN1C(=O)c2ccccc2C(C(=O)NCCCN2CCCC2)C1c1c[nH]c2ccccc12 (configuration not stated) | 2 | 101 | 99 | -5 | 54 | 5 | 54 | -46% | 1%
COc1ccc(S(=O)(=O)N(C)CC(=O)NC2CCCC2)cc1Cl | -3 | 82 | 86 | -7 | 111 | 7 | 111 | -1% | -2%
C#CC(C)(C)NC(=O)c1ccccc1OC | -1 | 90 | 91 | / | / | / | / | -1% | 2%
CN1CCCc2cc3c(C(F)(F)F)cc(=O)oc3nc21 | 4 | 87 | 83 | -5 | 71 | 5 | 71 | -7% | 89%
CC(NC(=O)NC1CCCCC1)C(c1cccs1)N1CCN(Cc2ccccc2)CC1 (configuration not stated) | 15 | 88 | 73 | 11 | 182 | -11 | 182 | -256% | -9%
CCOC(=O)c1cc(C(=O)OCC)c2cccc(C)n2c1=O | / | / | / | -11 | 163 | 11 | 163 | -34% | 18%
Cc1cc(C(=O)NCCC2=CCCCC2)c(C)o1 | -6 | 70 | 76 | 18 | 152 | -18 | 152 | -37% | -4%
CCOc1ccc2nc(Nc3nc(CSc4nnnn4-c4ccccc4)cc(=O)[nH]3)nc(C)c2c1 | 0 | 5 | 4 | -7 | 163 | 7 | 163 | -151% | -30%
O=C(NCc1cccnc1)C1CC(=O)N(c2ccc(Cl)cc2)C1 (configuration not stated) | 5 | 99 | 93 | -8 | 128 | 8 | 128 | 2% | -4%
CC(=O)Cc1nsc(NC(=O)c2ccc(COc3ccccc3)o2)n1 | -5 | 85 | 90 | -5 | 89 | 6 | 89 | -56% | -43%
O=C(Nc1ccc(S(=O)(=O)Nc2ccccc2)cc1)C1COc2ccccc2O1 (configuration not stated) | -17 | 40 | 57 | 7 | 119 | -7 | 119 | / | /
CC1=NN(c2ccccc2)C(=O)/C1=C\c1c(C)[nH]n(-c2ccccc2)c1=O | 6 | 87 | 81 | -2 | 81 | 2 | 81 | 13% | -2%
CNc1nc(Oc2ccc(C(=O)OC)cc2)nc(SC)n1 | 5 | 84 | 80 | 37 | 130 | -37 | 130 | / | /
OCCSc1nncn1/N=C/c1c[nH]c2ccccc12 | -21 | 75 | 96 | 0 | 113 | 0 | 113 | 18% | -3%

Overlap with the part before: 2 compounds; new compounds follow.
SMILES | MRP resist rev | MRP resist rev cytotoxicity | MRP resist rev with doxorubicin | IL1B NFkB pot | IL1B NFkB pot cell count 2 µM | IL1B NFkB inh | IL1B NFkB inh cell count 2 µM | PLAP inhibitors HTS | Bcl-B displacement
CNc1nc(Oc2ccc(C(=O)OC)cc2)nc(SC)n1 | 5 | 84 | 80 | 37 | 130 | -37 | 130 | / | /
OCCSc1nncn1/N=C/c1c[nH]c2ccccc12 | -21 | 75 | 96 | 0 | 113 | 0 | 113 | 18% | -3%
Cc1ccc(OCC(O)CN2CCN(Cc3ccc4c(c3)OCO4)CC2)c(C)c1 (configuration not stated) | 19 | 93 | 73 | -11 | 142 | 11 | 142 | -53% | -12%
COc1ccc(OC)c(CN2CCN(C(=O)c3cccs3)CC2)c1 | 12 | 88 | 76 | 4 | 88 | -4 | 88 | -45% | -3%
Oc1ccc(-c2nc3cnccn3c2Nc2ccc3c(c2)OCCO3)cc1 | -4 | 59 | 62 | 11 | 50 | -11 | 50 | -31% | 12%
COC(=O)CN(c1ccc(C)cc1)S(=O)(=O)c1c(C)[nH]c(=O)[nH]c1=O | 3 | 107 | 104 | 24 | 203 | -24 | 203 | -4% | 9%
O=C(NCCSc1ccc(Cl)cc1)c1ccco1 | 19 | 95 | 76 | -12 | 53 | 12 | 53 | 18% | -6%
c1ccc(Nc2nc(N3CCCCC3)nc(N3CCNCC3)n2)cc1 | / | / | / | 3 | 124 | -3 | 124 | -49% | -18%
CCN(CC)CCn1c(SCC(=O)NCc2ccco2)nc2c(sc3ccccc32)c1=O | 22 | 85 | 63 | 24 | 115 | -24 | 115 | -28% | -13%
COc1ccccc1N(C)S(=O)(=O)c1ccc(C(=O)N2CCC(C(N)=O)CC2)cc1 | / | / | / | -10 | 140 | 10 | 140 | -70% | 10%
CC(C)COc1ccc(C(=O)NCc2ccco2)cc1 | 13 | 100 | 87 | 10 | 106 | -10 | 106 | -1% | -14%
O=C1CCC(=O)N1CN(C(=O)c1ccco1)c1ccccc1 | 4 | 96 | 92 | 11 | 181 | -11 | 181 | -19% | 5%
CCOC(=O)c1c(C)nc(C)c(C(=O)OCC)c1-c1ccc(OC)cc1 | / | / | / | 16 | 161 | -16 | 161 | -14% | 5%
O=C(O)Cn1cc(C(=O)C2CC2)c2ccccc21 | 14 | 98 | 84 | 19 | 18 | -19 | 18 | 13% | -15%
O=C(Cc1c(F)cccc1Cl)Nc1ccon1 | 10 | 94 | 84 | -2 | 86 | 2 | 86 | 11% | -8%
CC1(C)Oc2ccc(C(=O)NC3CC3)cc2N(CC(=O)N2CCOCC2)C1=O | -9 | 85 | 93 | / | / | / | / | -16% | -11%
O=c1oc(-c2cccs2)nc2ccccc12 | 3 | 97 | 94 | 6 | 81 | -6 | 81 | -17% | -6%
CCOC(=O)c1cnn(Cc2ccccc2Cl)c1N | 5 | 96 | 92 | 11 | 63 | -11 | 63 | 29% | -4%
CCOc1ccccc1C(=O)Nc1cc(C(=O)NCCc2ccccc2)ccc1Cl | / | / | / | 11 | 197 | -10 | 197 | -15% | -2%
Nc1nc(C2C(=O)CCCC2=O)cs1 | -2 | 100 | 101 | 14 | 120 | -14 | 120 | 12% | 5%
O=C(Nc1nc2ccccc2n1CCN1CCOCC1)c1cn(-c2ccccc2)nc1-c1ccccc1 | -27 | 19 | 46 | -1 | 178 | 1 | 178 | -39% | -10%
O=C(COC(=O)C(Cc1ccccc1)NC(=O)c1ccco1)NC1CC1 (configuration not stated) | / | / | / | 17 | 147 | -17 | 147 | 1% | -4%
COc1cc(OC)c(/C=N/NC(=O)c2ccc([N+](=O)[O-])cc2)cc1Br | / | / | / | -2 | 153 | 2 | 153 | 4% | 6%
CNC(=O)Cn1nc(-c2ccc(C)c(S(=O)(=O)N(C)C)c2)c2ccccc2c1=O | 4 | 77 | 73 | 5 | 101 | -6 | 101 | / | /
CC1NC(=O)NC1CCCCC(=O)O (configuration not stated) | 10 | 103 | 93 | / | / | / | / | 11% | 6%
CC1CCC(C(=O)NC(C(=O)N2CCN(c3ccccn3)CC2)C(C)C)CC1 (configuration not stated) | 9 | 105 | 96 | -3 | 86 | 4 | 86 | -18% | -8%
Cc1ccc2cc3cc(C(=O)N(CC(=O)NC4CCCC4)c4cccc(C)c4C)sc3nc2c1 | / | / | / | -3 | 115 | 3 | 115 | -21% | 2%
COc1ccc2c(c1)[nH]c1c(=O)n(CCC3=CCCCC3)cnc12 | -16 | 49 | 65 | 18 | 196 | -18 | 196 | 25% | -2%
CCN1C(=O)CC(N2CCC(C(=O)N3CCOCC3)CC2)C1=O (configuration not stated) | -21 | 86 | 107 | 9 | 145 | -9 | 145 | 6% | -6%
COC(=O)c1ccc(NC(=O)Nc2ccc(F)c(Cl)c2)cc1 | 2 | 67 | 65 | 4 | 111 | -4 | 111 | 5% | 5%
Cn1c(OCc2ccc3c(c2)OCO3)nc2c1c(=O)n(Cc1cccc(Cl)c1)c(=O)n2C | -27 | 58 | 84 | -11 | 112 | 11 | 112 | / | /
O=S(=O)(c1ccc(N2CCN(S(=O)(=O)c3ccc4c(c3)OCCO4)CC2)nc1)N1CCCC1 | 2 | 75 | 74 | -10 | 86 | 10 | 86 | / | -24%
Cc1ccnc(NC(=S)NC(=O)/C=C/c2ccco2)c1 | 5 | 26 | 21 | -9 | 159 | 9 | 159 | 9% | 0%
C=CCn1c(SCc2ccc(Cl)cc2)nc2c1c(=O)[nH]c(=O)n2C | -17 | 68 | 85 | 10 | 126 | -10 | 126 | -71% | 0%
O=C(Oc1ccc2c(=O)c(Oc3ccc4ccccc4c3)coc2c1)c1cncc(Br)c1 | / | / | / | 36 | 112 | -36 | 112 | 58% | -7%
COc1ccc(N(CC(=O)Nc2ccc(C)c(C)c2)S(=O)(=O)c2c(C)n[nH]c2C)cc1 | 7 | 91 | 84 | ? | / | -62 | 161 | -105% | -2%
CCC(=O)C1=C(N2CCCC2)CC(C)(C)CC1=O | 5 | 100 | 95 | -3 | 184 | 3 | 184 | 5% | -7%
COc1ccccc1N1CCN(C(=O)CSc2nc3ccccc3o2)CC1 | -12 | 45 | 57 | 15 | 139 | -15 | 139 | -53% | -13%
O=C(COC(=O)Cc1ccsc1)NC1CCCCCC1 | -8 | 97 | 105 | -4 | 193 | 4 | 193 | -3% | -3%
COc1ccc(C(=O)CSc2nc3cccnc3n2C)cc1 | 10 | 99 | 89 | 7 | 115 | -6 | 115 | / | /
Fc1ccc(NCc2ccccc2F)cc1Cl | / | / | / | 11 | 171 | -11 | 171 | -5% | 1%
CCC(Sc1nccn1C)C(=O)Nc1nnc(C)s1 (configuration not stated) | 1 | 105 | 104 | 4 | 153 | -4 | 153 | 12% | -7%
COc1ccc(Oc2nccc(-c3ccc(F)cc3)c2C#N)cc1 | / | / | / | -5 | 143 | 5 | 143 | 12% | -6%
CCCCOc1ccc2c(C)cc(=O)oc2c1OCCCC | 1 | 86 | 85 | -12 | 108 | 12 | 108 | / | /
CCc1ccccc1NC(=O)N[C@@H](C)C(=O)O | -13 | 86 | 99 | 15 | 130 | -15 | 130 | 0% | 2%
O=[N+]([O-])c1ccc(N2CCOCC2)cc1NCc1ccccc1 | / | / | / | 6 | 114 | -6 | 114 | 3% | -3%
COc1ccc(CCN2CC(C(=O)O)CC2=O)cc1 (configuration not stated) | 6 | 107 | 101 | 19 | 116 | -19 | 116 | -18% | -11%
CCc1ccc(S(=O)(=O)Nc2ccc(-c3nc4cccnc4s3)cc2)s1 | -11 | 80 | 91 | 1 | 176 | -1 | 176 | -55% | -7%
CCCc1cc(=O)n2[nH]c(-c3ccc(OC)cc3)nc2n1 | -10 | 103 | 113 | 9 | 142 | -9 | 142 | 19% | -12%
O=C(c1ccco1)N1CCN(c2nc3ccsc3c(=O)s2)CC1 | -1 | 76 | 77 | / | / | / | / | -13% | 14%
COc1cc(C(=O)N2CCN(C(=O)C3CC3)CC2)cc(OC)c1OC | -9 | 93 | 102 | 1 | 96 | -1 | 96 | 4% | 4%
CCOc1c(CNCCN2CCOCC2)cccc1OC | 8 | 84 | 76 | 7 | 123 | -7 | 123 | -5% | 7%
Cn1c(=O)[nH]c(=O)c2c1nc(NCc1ccco1)n2CCCc1ccccc1 | 13 | 103 | 90 | 10 | 162 | -10 | 162 | 0% | 4%
CCCOC(=O)c1ccc(NC(=O)CCC(=O)OCC)cc1 | 3 | 102 | 99 | 23 | 122 | -23 | 122 | 8% | -8%

The list is partial, so the mix of outcomes need not match the whole.
